# RT RNaseH block: HIV-1 RT RNase H inhibitors, primary screen, biochemical, fluorescence; hit rate 1.9% among 65,000; Gag-Pol polyprotein (Human immunodeficiency virus type 1 group M subtype B (isolate …; RT-RNase H RNA/DNA duplex cleavage; AID 565, 2006; inhibition, % at 10 µM; in the data active = inhibition above about 50%
# RmlCD inh mix: RmlC and RmlD coupled enzyme inhibitors, primary screen, biochemical, 384-well, compound mixtures, retest; AID 1532, 2009; RmlC/RmlD coupled enzyme inhibition, 384-well mixture HTS; inhibition, % at 5.5 µM; hit rate 0.39% among 110,000; in the data active = inhibition above about 30%, passing the limit was not always enough; inconclusive = no clear call, values can overlap the other calls; also: strong numbers were not always called active
# Starred values were filed as active, the others as inactive; u = inconclusive; x = no result given; & = joins results of further samples. Not all compounds are listed, so the mix of outcomes need not match the whole.
# Second line of a record: RT RNaseH block, RmlCD inh mix
- Cc1cc(O)c(/C=N/c2ccccn2)c(=O)o1
  -2, -4
- CCOc1ccccc1Oc1c(C)oc2cc(OC(=O)c3ccco3)ccc2c1=O
  x, 23
- Cc1ccccc1-c1noc(-c2ccccc2F)n1
  x, -1
- CCc1c(C(=O)Nc2ccccc2)c(C)[nH]c(=S)c1C#N
  x, -9
- CC(=O)c1cccc(NC(=O)N2CCCC2C(=O)Nc2cc(C)ccc2C)c1 (centres undefined)
  -13, 1
- CCN(CC)S(=O)(=O)c1csc(C(=O)NCc2ccccc2)c1
  -10, -6
- CC1CN(C(=O)Cn2c(C(F)(F)F)nc3ccccc32)CC(C)O1 (centres undefined)
  x, 16
- COc1ccc(C(=O)Nc2ccccc2C(=O)NCc2ccco2)cc1OC
  -1, 7
- Cn1c(SCc2nc(-c3ccc(Cl)cc3)no2)nnc1-c1cccs1
  x, 5
- COc1cccc(NC(=S)NNC(=O)C(C)n2nc(C)c([N+](=O)[O-])c2C)c1 (centres undefined)
  x, -14
- CC1(C)Cc2c(c(-c3ccco3)nc3n[nH]c(N)c23)CO1
  -14, 2
- COc1ccccc1C1NC(c2ccccc2OC)C(C)C(=O)C1C (centres undefined)
  x, -5
- CCCc1cc(=O)oc2cc3oc(C)c(C)c3cc12
  -6, x
- Cc1cc(C)cc(C(=O)/C=C2\NC(=O)CS2)c1
  -14, -4
- COC(C/C=C/C(=O)COCc1ccccc1)OC
  x, -22

# Single records, from the list above. Order of screens: RT RNaseH block | RmlCD inh mix
# COc1ccc(C(=O)Nc2ccccc2C(=O)NCc2ccco2)cc1OC is entered as -1 | 7
# COc1ccccc1C1NC(c2ccccc2OC)C(C)C(=O)C1C (centres undefined) is entered as x | -5
# Cc1cc(O)c(/C=N/c2ccccn2)c(=O)o1 is entered as -2 | -4
# CC1(C)Cc2c(c(-c3ccco3)nc3n[nH]c(N)c23)CO1 is entered as -14 | 2
# CCCc1cc(=O)oc2cc3oc(C)c(C)c3cc12 is entered as -6 | x

# The list goes on.
# Second line of a record: RT RNaseH block, RmlCD inh mix
- COc1ccc(-c2onc3ccc(Cl)cc23)cc1OC
  4, x
- COc1cc(-c2noc(-c3ccccc3C(=O)NCc3ccco3)n2)cc(OC)c1OC
  3, -10
- CCOC(=O)c1c(NC(=O)CSc2n[nH]c(CNc3ccccc3)n2)sc(C)c1C
  x, -12
- COc1ccc(C(=O)OCC(=O)Nc2ccc(OC(F)F)cc2)c(OC)c1
  x, 1
- CCn1c(CSc2nnc(-c3cccnc3)n2-c2ccccc2C)nc2cc(C(=O)O)ccc21
  -1, x
- CN1CCN(CC(O)COCc2ccc3c(c2)OCO3)CC1 (centres undefined)
  -26, -12
- CCCCNC(=O)Cc1cc(=O)[nH]c(=O)[nH]1
  x, 7
- O=C(NC(=O)c1ccccc1)NC(=O)c1ccccc1
  x, -7
- O=C(CN1CCCCCC1)Nc1ccc(Br)cc1Br
  x, -14
- O=C(Cn1nnc(-c2ccccc2Cl)n1)N1CCN(S(=O)(=O)c2ccc(Cl)cc2)CC1
  -12, -9
- c1ccc(CCNc2ccc3nncn3n2)cc1
  -10, 11
- O=C(CN(c1cccc(C(F)(F)F)c1)S(=O)(=O)c1ccccc1)N1CCOCC1
  -2, -5
- Cc1ccc(-c2csc(=S)n2CC(=O)OCC(=O)NC(C)C(C)C)cc1 (centres undefined)
  x, -8
- CCOC(=O)c1sc2nc(SC)nc(-c3ccc(Cl)cc3)c2c1N
  x, u
- CC(=O)Nc1ccc2c(c1)n(C)c(=O)n2C
  -7, -7
- Cc1ccc(NC(=O)Cn2nc(C)c3ccccc3c2=O)cc1
  -7, -10
- CCCCC(=O)Nc1ccc2oc(-c3cccnc3)nc2c1
  -2, -20
- O=S(=O)(c1ccc2c(c1)OCCO2)N1CCN(Cc2ccccc2)CC1
  x, 18
- O=C(NCCN1CCOCC1)c1cccc(Cl)c1
  -16, 5
- CCOC(C(=O)OCCC[N+](C)(CC)CC)(c1ccccc1)c1ccccc1
  x, -9
- Cc1cc(=O)oc(C)c1C(=O)Nc1ccc2ncccc2c1
  x, 6
- Cc1c(N=C2SCC(=O)N2/N=C/c2ccccc2Cl)c(=O)n(-c2ccccc2)n1C
  x, -5
- CN(C)c1nc(N)nc(Nc2ccccc2C#N)n1
  -7, -9
- Cn1c(CCNC(=O)c2ccco2)nc2cc(NS(=O)(=O)c3ccc(Cl)cc3)ccc21
  2, -8
- COc1ccc(OC)c(-c2cc(C(=O)Nc3c(C)nn(Cc4ccc(Cl)cc4)c3C)no2)c1
  -11, x
- CCOc1ccc(OCC)c(NC(=O)C2CCCN(S(=O)(=O)c3cccs3)C2)c1 (centres undefined)
  2, -5
- CC(=O)NC1=NN(C(C)=O)C2(CCCCC2)S1
  x, 8
- Cc1cc(C)c(C)c(S(=O)(=O)N2C(=S)NC(=O)C2CC(C)C)c1C (centres undefined)
  x, 1
- CC(N=c1ccccn1C(=O)Nc1ccc(F)cc1)c1ccco1 (centres undefined)
  -5, -1
- N#Cc1ccc(OCC(=O)N2CCN(S(=O)(=O)c3cccs3)CC2)cc1
  -10, -17

# Remaining list, next part
SMILES	RT RNaseH block	RmlCD inh mix
Brc1ccccc1-c1nnc(-c2cccnc2)o1	-45	26
CC(=O)N(CCCc1ccc(C(C)(C)C)cc1)CCCN(C)C	-5	-2
Cn1c(SCC(=O)OC2CCCCC2)nnc1-c1ccco1	x	-7
CCOC(=O)C1=C(C)N(CC(C)C)C(=O)/C1=C\c1ccc(OCC(=O)Nc2ccccc2)cc1	x	-7
CCOc1ccccc1NC(=O)C1CCCN(C(=O)NCc2ccccc2)C1 (centres undefined)	0	-3
CCOc1ccc(NC(=O)CN2CCN(CC(=O)Nc3cc(OC)cc(OC)c3)CC2)cc1	-5	-8
CC1CCN(c2nc3c(c(=O)[nH]c(=O)n3C)n2CCCc2ccccc2)CC1	-14	-8
CN1CCCCc2c1nc1c(c2N)CCCC1	2	8
CCOC(=O)c1sc(N)c(C#N)c1COC(=O)CNC(=O)c1ccccc1	-10	19
CCC1=C(OC(=O)N(CC)CC)N2C(=O)OC(=NCC3CC3)[C@]2(Cc2ccccc2)[C@H]2C1=CC[C@H]1C(=O)N(c3ccccc3)C(=O)[C@H]12	x	-7
Cc1ccccc1Cn1ccc(NC(=O)c2cnn3c(C(F)(F)F)cc(-c4ccco4)nc23)n1	-3	-8
COc1nc(-c2ccccc2)ccc1-c1noc(-c2ccccc2)n1	0	-5
C=CCn1c(SCC(=O)Nc2ccc3c(c2)OCO3)nc2ccccc2c1=O	-6	-12
CCOC(=O)N/N=C(/C)c1ccc([N+](=O)[O-])o1	x	7
Cc1ccccc1-c1nc(Cc2ccccc2)no1	-58	6
NS(=O)(=O)c1ccc(Nc2ncccc2[N+](=O)[O-])cc1	x	-6
O=C(NN=c1c(=O)c2ccccc2c1=O)c1ccccc1	x	-62
CCC(=O)Nc1cccc(NC(=O)c2ccc(C)c([N+](=O)[O-])c2)c1	x	-8
CCC(=O)N(CCc1ccccc1)Cc1cc2cc3c(cc2[nH]c1=O)OCO3	x	24
COc1ccc(C2CC(=O)c3cnc(N)nc3C2)c(OC)c1 (centres undefined)	-25	52
O=C(NCc1ccco1)c1ccc(Cn2c(=O)c3sccc3n(Cc3cccc(F)c3)c2=O)cc1	x	-9
O=C1CC(N2CCC(c3nc4ccccc4o3)CC2)C(=O)N1c1ccc(Cl)c(C(F)(F)F)c1 (centres undefined)	41	1
Clc1cc(Cl)cc(Nc2ncn[nH]2)c1	x	-2
O=C(COC(=O)c1n[nH]c2ccccc12)NC(=O)NC1CCCCC1	0	-12
CCOC(=O)N1CCN(S(=O)(=O)c2ccc(F)c(C(=O)Nc3cc(C)cc(C)c3)c2)CC1	0	11
c1ccc(-c2ccc3c(n2)CCCO3)cc1	x	-4
C=C(C)Cc1c(C)c(C#N)c2nc3ccccc3n2c1N1CCCCC1	x	16
CC(=O)Nc1nonc1-c1nc2ccccc2n1Cc1ccccn1	-10	11
O=C(CSc1nccn1-c1ccc(Cl)cc1)Nc1ccc2c(c1)OCO2	-20	24
O=C(NCCCO)c1nnc(Cc2c(F)cccc2Cl)o1	x	-5
COC(=O)CSc1nnc(-c2cccnc2)n1-c1cc(OC)cc(OC)c1	36	-1
Cc1cc2c(c(=O)n1C1CC1)C(c1cccc(Cl)c1)C(C#N)=C(N)O2 (centres undefined)	5	6
C#CCNC(=O)C1=C[C@H](c2ccc(C#C)cc2)C[C@H](OCc2ccc(CO)cc2)O1	x	-10
CNC(=O)CN(C#N)c1nc(N(C)C)nc(N(C)C)n1	-16	x
CCOC(=O)c1cc2cc(CC(=O)c3ccc(OCC)cc3O)ccc2o1	x	6
COCCCNC(=O)c1ccc2c(=O)n(CC3CCCO3)c(=S)[nH]c2c1 (centres undefined)	x	7
COc1cc(/C=N/Nc2snc(SC)c2C#N)ccc1O	x	-9
CC(Sc1ccc(Cl)cc1)C(=O)Nc1ccc2c(c1)OCO2 (centres undefined)	x	0
CC(=O)c1oc2ccccc2c1N	-12	-11
O=C(NCc1cccnc1)c1ccc2c(=O)n(CCCN3CCCC3=O)c(=S)[nH]c2c1	-1	-10
CCOCCCNC(=O)c1cc2c(-c3ccc(Cl)cc3)nn(C)c2s1	-12	-16
O=C(Cn1ncn2cccc2c1=O)N1CCCCC1	2	-12
CSc1nc2[nH]c3c(c2c2ncnn12)CCCC3	-8	8
FC(F)(F)c1cc(Oc2ccccc2)nc(-c2ccccn2)n1	x	4
CCOC(=O)c1c(NC(=O)CSc2nnc(C)s2)sc2c1CCC(C)C2 (centres undefined)	x	16
COc1nc2ccc(C)cc2cc1-c1noc(-c2ccccc2)n1	x	-23
Cc1cc(C)c(-c2c(O)c3cccc4c3n(c2=O)CCC4)c(C)c1	x	2
O=C1C2C3C=CC(C3)C2C(=O)N1c1ccccc1 (centres undefined)	-5	15
Cc1cc(=O)n2nc(-c3ccc(C(F)(F)F)cc3)sc2n1	x	10
Cc1ccc(C(C(=O)NCC2CCCO2)N(Cc2ccccc2F)C(=O)Cn2nnc(-c3cccs3)n2)cc1 (centres undefined)	x	u
O=C(CCc1nc2ccccc2c(=O)[nH]1)NC1CCN(Cc2ccccc2)CC1	-7	-8
Cn1c(O)c(C=NCc2ccco2)c(=O)n(C)c1=O	1	1
COCCNC(=O)C1CC2Cn3c(nc4cc5ccccc5cc43)C2N1C (centres undefined)	x	1
CCOc1ccc(C2CC(c3ccc(CC)cc3)Nc3nc(N)nn32)cc1 (centres undefined)	2	-12
C=CCn1c(O)c(C=NCCN(C)C)c(=O)[nH]c1=O	-4	-15
CN(C)CCC(c1ccc(Cl)cc1)c1ccccn1 (centres undefined)	x	-16&-13
CCOC(=O)c1c(NC(=O)c2cc(C3CC3)on2)sc(C(C)=O)c1C	68*	x
O=C(O)CN(c1ccccn1)S(=O)(=O)c1ccc(Cl)cc1	x	7
COc1ccc(Br)c2oc(SC)cc(=O)c12	x	7
CC(=O)N1CCc2[nH]c3ccccc3c2C1	-2	-7

# New compounds follow
SMILES	RT RNaseH block	RmlCD inh mix
Cc1nc(NC(=O)c2ccccc2)sc1C1(C)CC(c2ccc(OC(F)(F)F)cc2)=NO1 (centres undefined)	x	-2
O=C(c1cnc2ccccn2c1=O)N1CCCc2ccccc21	-12	-6
O=C(NCc1ccccc1)C(c1cccnc1)N(Cc1ccco1)C(=O)c1ccccn1 (centres undefined)	-5	9
CCOc1ccc2nc(SCC(=O)NC(=O)NCc3ccco3)[nH]c2c1	x	-10
CC(OC(=O)c1cccc(NS(C)(=O)=O)c1)C(=O)Nc1ccc(N2CCOCC2)cc1 (centres undefined)	11	-15
CCc1ccc(N2C(=O)NC(=O)C(Cc3ccc(OC)cc3OC)C2=O)cc1 (centres undefined)	x	6
COc1ccc(OCCOCCN2CCc3ccccc3C2)cc1	x	13
CCOc1ccc(NC(=O)C/C(N)=N/O)cc1	-10	3
Cc1c(-c2ccccc2)nc(N)c(C#N)c1-c1ccco1	-14	-9
Cc1ccc(OCC(=O)O)c(-n2nc3ccccc3n2)c1	0	-8
Cc1ccc(-c2nnc3c4ccccc4c(C)nn23)cc1S(=O)(=O)N1CCN(CCO)CC1	-46	-10
CC1CCCCN1CCNC(=O)c1ccc2c(=O)n(CCc3ccccc3)c(=O)[nH]c2c1 (centres undefined)	2	x
CCCOn1c(OCC(C)C)nc2ccccc2c1=O	-10	15
O=C(CSc1ncnc2nc[nH]c12)N1CCN(c2ccccc2)CC1	-8	-1
CCc1ccccc1N(CC(=O)N1CCN(c2ccccc2F)CC1)S(C)(=O)=O	-4	2
CCOC(=O)C1CCCN(C(=O)CN(c2ccc(OC)cc2)S(=O)(=O)c2c(C)noc2C)C1 (centres undefined)	-6	-18
Cn1c(=O)cc(OCC(=O)NCCCN2CCN(c3ccccc3F)CC2)c2ccccc21	-6	91
COc1ccc(-n2nc(C(=O)NCC(=O)N3CCN(C)CC3)c3ccccc3c2=O)cc1OC	x	-17
c1ccc2c(c1)nc1n2C2(N3CCOCC3)CCCC2C1N1CCOCC1 (centres undefined)	-17	x
C=CCn1c(SCC(N)=O)nnc1-c1cc(Br)ccc1O	-4	12
COc1cc(NS(=O)(=O)c2ccc(N/C=C\C(=O)c3ccc(C)cc3)cc2)nc(OC)n1	x	2
COc1ccc(CN2C(=O)[C@@H]3Cc4c([nH]c5ccccc45)C(C)(C)N3C2=O)cc1	x	-11

# Three records picked at random from the list so far:
SMILES	RT RNaseH block	RmlCD inh mix
CC(OC(=O)c1cccc(NS(C)(=O)=O)c1)C(=O)Nc1ccc(N2CCOCC2)cc1 (centres undefined)	11	-15
O=C(CSc1ncnc2nc[nH]c12)N1CCN(c2ccccc2)CC1	-8	-1
COc1ccc(CN2C(=O)[C@@H]3Cc4c([nH]c5ccccc45)C(C)(C)N3C2=O)cc1	x	-11

# Source: PubChem BioAssay
